From PubChem BioAssay
TGFb SMAD3 inh: qHTS for Inhibitors of TGF-b. HepG2 CAGA-GFP TGF-b/SMAD3 reporter, GFP fluorescence, 18 h; TGF-beta stimulated, 500 pg/mL final. Potency, µM (series often up to 46.1 µM), for inactives: at the top dose activity, negative = inhibition, actives largely listed as inhibitors. actives 1.2% (n = 410,000). AID 588855, 2011; further: potency means the concentration at half of the fitted maximal effect; on the % scale 0 is the no-effect control and ±100 the full control effect; nearly all actives have a fitted effect of over 65% in size
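Inhibition was scored as loss of TGF-beta-induced (500 pg/mL final, 18 hours, 37 degrees C) GFP in HEPG2 cells carrying a CAGA-GFP reporter, in DMEM with 1% FBS. Well GFP was summed per cell; Activity was normalised to unstimulated and stimulated DMSO wells, then concentration-response fitting.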
HepG2 tox: qHTS for Inhibitors of TGF-b: Cytotox Counterscreen | HepG2 CAGA-GFP viability, ATP luminescence, 18 h | Potency, µM (highest dose often 46.1 µM), without a hit: at the highest dose activity change, negative = cytotoxicity, usual class: cytotoxic | actives 0.76% (n = 410,000) | AID 588856, 2011; further: potency means the concentration at half of the fitted maximal effect; some results filed as inactive show a strong effect at the top dose
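HepG2 CAGA-GFP cells (1000/well, DMEM with 1% FBS) received compound, then TGF-beta at 500 pg/mL final, and were incubated 18 hours at 37 degrees C. Viability was read by CellTiter-Glo luminescence. Media-only wells were set as complete cell-killing and DMSO as no toxicity.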
pAkt inh: HTS Assay for Inhibitors of Akt Phophorylation: Primary Screen; Neuro2A IGF-stimulated pAkt S473 HTRF, 20 min; hits give low values; actives 0.32% (n = 360,000); activity change, % for hits at 50 µM; in the data active means activity change below about -80%; inconclusive means mostly about -51% to -80%; further: on the % scale 0 is the no-effect control and ±100 the full control effect
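Single-point screen (50 µM final compound) in Neuro2A cells stimulated 20 min with 6 nM IGF at 37 deg C. After lysis, Ser473-phosphorylated Akt read by HTRF (ex 330 nm, em 615/665 nm) as the 665/615 ratio.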
CCT chaperon mod: High-Throughput Screening for Modulators of Cytosolic Chaperonin Activity. purified chaperonin ATPase assay, HTRF ADP detection, 30 min. activity change, % (concentration not given with the values), hits read low. actives 0.3% (n = 360,000). AID 651819, 2012; in the data active means activity change below about -30%; further: on the % scale 0 is the no-effect control and ±100 the full control effect
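We incubate TRiC, 40 or 20 nM final, with library compounds at 76 uM and 10 uM ATP for 30 min at 37 °C. ADP formed is detected with Transcreener HTRF reagents after 30 min at room temperature.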
Nrf2 block: Nrf2 qHTS screen for inhibitors; A549 ARE-Fluc reporter, luciferase luminescence, 18-24 h; Potency, µM (titrated, usually from 46 µM), for inactives: at the top dose activity change, negative = inhibition, usual class: inhibitors; actives 2.1% (n = 360,000); AID 504444, 2011; further: potency means the concentration at half of the fitted maximal effect; on the % scale 0 is the no-effect control and ±100 the full control effect; nearly all actives have a fitted effect of over 60% in size
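Quantitative HTS in A549 cells stably bearing an antioxidant response element-firefly luciferase construct. Inhibition of Nrf2-driven transcription was scored by luminescence after 18-24 h of compound exposure at 37 °C.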
Nrf2 ARE act: qHTS of Nrf2 Activators; AREc32 ARE-luciferase reporter (MCF7-derived line), luminescence, 24 h; Potency, µM (doses to about 46.1 µM), without a hit: at the top dose activation, actives largely listed as activators; actives 0.31% (n = 410,000); AID 624171, 2012; further: potency means the concentration at half of the fitted maximal effect; % of control where 0% means no effect; nearly all actives have a fitted effect of over 65% in size
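Each well held 1000 AREc32 cells, which were incubated with compound for 24 hr at 37 deg C after overnight attachment, and ARE reporter activity was quantified by firefly luciferase luminescence.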
Mm-Cpn inhibitor: Inhibitors of TCP-1 ring complex (TRiC) of Methanococcus maripaludis (MmCpn): qHTS | Chaperonin Mm-Cpn (Methanococcus maripaludis) | purified Mm-Cpn ATPase, ADP Transcreener TR-FRET | Potency, µM (titrated, usually from 76.9 µM), for the others: at the top dose activity, negative = inhibition, actives largely listed as inhibitors | actives 0.031% (n = 330,000) | AID 504842, 2011; further: potency means the concentration at half of the fitted maximal effect; on the % scale 0 is the no-effect control and ±100 the full control effect; nearly all actives have a fitted effect of over 80% in size
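ATPase turnover read by TR-FRET ADP competition (Eu cryptate antibody/ADP-d2, 665/590 nm): 10uM ATP final, 25nM Mm-CPN final, 30 min 37degC after 10-min compound preincubation, pH 7.4 Tris/KCl/MgCl2/DTT buffer.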
A549 viability: Nrf2 qHTS screen for inhibitors: counterscreen for cytotoxicity | A549 ARE-Fluc cells, CellTiter-Fluor viability, 18-24 h | actives 0.16% (n = 390,000) | AID 504648, 2011 | Potency, µM (series often up to 46 µM), for inactives: top-dose activity change, negative = cytotoxicity, most hits filed as inhibitors; further: potency means the concentration at half of the fitted maximal effect; on the % scale 0 is the no-effect control and ±100 the full control effect
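Cytotoxicity counterscreen: CellTiter-Fluor fluorescence was measured in A549 ARE_Fluc cells after 18-24 h of compound exposure in a concentration series. The subsequent BugLite luminescent read reports ARE-luciferase activity.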
Abeta yeast res: qHTS for compounds that reverse cellular toxicity of Amyloid beta (A-beta) peptide in yeast: Primary Screen; yeast expressing A-beta42, growth rescue, OD600, 48 h; response scale: 0% DMSO, 100% iron-clioquinol control; Potency, µM (series often up to 46.1 µM), inactives show at the highest dose growth rescue, usual class: activators; actives 0.063% (n = 410,000); AID 1347071, 2019; further: potency means the concentration at half of the fitted maximal effect; nearly all actives have a fitted effect of over 55% in size
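Yeast growth medium received pinned compounds, then yeast cells expressing toxic A-beta were added; plates incubated at 30 C for 48 hr. Growth read as absorbance at 600 nm, normalized to DMSO and equimolar FeCl3 plus clioquinol controls.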
* hit, by the source's call; i = inactive; ? = inconclusive; / = not tested or not shown; & = joins results of further samples; [ ] = another dose, or the depositor's remark. Unless noted, the call rests on the fitted dose curve; in most records, active means well fitted curve in the direction sought with a large enough effect; inconclusive means small, poorly fitted or top-dose-only effect, or another doubt; inactive means no such curve, though single readings can be large; an effect the other way counts as inactive or inconclusive.

SMILES	TGFb SMAD3 inh	HepG2 tox	pAkt inh	CCT chaperon mod	Nrf2 block	Nrf2 ARE act	Mm-Cpn inhibitor	A549 viability	Abeta yeast res
CCOC(=O)C1CCN(Cc2cnc(Oc3ccc(N)cc3)s2)CC1	1%	-21%	i	-3.3	8%	2.4%	3%	2%	1%
COc1ccc(NC(=O)CCSc2ccc(C)cc2)cc1	-24%	-10%	i	-0.9	2%	2.5%	2%	?	8%
COc1ccc(NC(=O)c2cccc(N3CCCS3(=O)=O)c2)c(OC)c1	24%	0%	/	/	3%	3.6%	/	-2%	-8%
COc1ccccc1-c1cnc(C(O)c2cc(Cl)cc(Cl)c2)[nH]1 (stereo not drawn)	11µM*	-21%	i	-1.0	/	-0.8%	/	/	9%
Clc1ccccc1CNCc1ccc2c(c1)OCO2	-18%	-23%	i	-0.4	/	4.8%	/	/	1%
Cc1ccc(S(=O)(=O)Nc2cccc3cccnc23)cc1	4µM*	-35%	i	1.1	6.5µM*	?	1%	-25%&-14%	-3%
CCCCC(=O)Nc1nnc(SCC(=O)Nc2ccc(OC)cc2)s1	?	5%	i	-3.0	-7%	0.2%	-2%	-1%	-14%
COc1ccc(S(=O)(=O)N(CC(=O)NCCC(C)C)c2ccccc2)cc1OC	20%	2%	i	3.8	?	0.5%	-3%	-26%	-5%
COc1ccc(Cl)cc1NC(=O)Cn1nc(-c2ccc(C)cc2)n(C)c1=S	?	-27%	i	-2.6	-18%	4.7%	-21%	-11%	23%
CC(C)N(Cc1ccccc1)C(=O)CN1C(=O)NC2(CCOc3ccccc32)C1=O (stereo not drawn)	-23%	-17%	i	0.4	-3%	-0.4%	-1%	2%	2%
Nc1ccn(C2OC(CO)C(O)C2F)c(=O)n1 (stereo not drawn)	-27%	4%	i	0.4	/	0.1%	/	/	-13%
COc1cccc(C2CC(c3cccs3)=NN2C(=O)CCC(=O)O)c1OC (stereo not drawn)	5%	-7%	i	-0.7	6%	20%	1%	-1%	0%
Cc1ccc(NC(=O)CN(C)S(=O)(=O)c2cccc3nsnc23)c(C)c1	-10%	-10%	/	/	-11%	-0.7%	/	9%	-7%
Cc1cccc(C)c1NC(=O)CSc1ncnc2nc[nH]c12	-18%	-3%	i	-2.0	-1%	-0.2%	-1%	-6%	5%
O=C(Nc1cccnc1)c1cccc(F)c1	45%[activator]	37%	i	-1.5	-9%	-0.6%	0%	1%	-18%
Cc1ccc(/C=C/C(=O)NCc2cccs2)o1	5%	-28%	i	-2.7	-3%	17%	-1%	4%	-12%
COc1ccc(C2C(C(=O)/C=C/c3ccco3)=C(O)C(=O)N2CCN2CCOCC2)cc1 (stereo not drawn)	3%	-29%	i	-1.7	5%	0.0%	?	-25%	3%
COc1ccc(NC(=O)c2cc(Cl)ccc2Cl)c([N+](=O)[O-])c1	?	1%	i	-0.3	4%	2.1%	1%	-2%	-5%
O=[N+]([O-])c1cc(C(F)(F)F)ccc1Sc1nccn1Cc1ccccc1	-7%	-9%	i	-1.7	-20%	-0.4%	0%	-1%	-21%
CC1=CC(C)(C)n2c(O)c(N=N)c3c(C)ccc1c32	-23%	-27%	i	1.4	0%	-0.2%	0%	2%	0%
O=C(Cc1cn2ccsc2n1)NCc1ccccc1	1%	0%	i	2.0	6%	2.2%	0%	12%	5%
CC(=O)Nc1ccc(OCC(O)Cn2cncn2)cc1 (stereo not drawn)	-16%	-33%	i	-1.8	7%	-0.3%	0%	33%	-8%
COCCOc1ccc(C(F)(F)F)cc1NC(=O)CN1C(=O)NC2(CCCc3ccccc32)C1=O (stereo not drawn)	0%	-5%	i	-0.3	-16%	5.2%	1%	3%	-15%
COc1cccc(CN2CCC(C(=O)N3CCN(c4ccccc4F)CC3)CC2)c1OC	-6%	0%	i	0.3	-18%	-0.6%[9.22 µM]	1%	-1%	0%
COc1ccccc1CN1CCN(C(c2ccccc2)c2ccccc2)CC1	?	-35%	i	0.6	3%	-0.2%	-2%	-7%	-6%

More records follow:
SMILES	TGFb SMAD3 inh	HepG2 tox	pAkt inh	CCT chaperon mod	Nrf2 block	Nrf2 ARE act	Mm-Cpn inhibitor	A549 viability	Abeta yeast res
Cc1nnc(NC(=O)C(C)Sc2nnc(-c3ccco3)n2C)s1 (stereo not drawn)	19%	5%	i	-0.1	-7%	0.4%	4%	-1%	4%
O=C(COC(=O)c1c2c(nc3ccccc13)CCCCC2)c1ccc(Cl)s1	1%	0%	i	-1.2	-6%	1.7%	?	1%	-23%
Cc1cccc(C)c1NC(=O)C1CCCNC1 (stereo not drawn)	0%	5%	i	-1.3	9%	-0.5%	1%	/	29%
Cc1cc(C)n2nc(SCC(=O)N3CC(C)CC(C)C3)nc2n1 (stereo not drawn)	-3%	-1%	i	-2.2	?	-0.4%	2%	11%	-7%
Cc1cccc(C(C#N)c2ccc(Cl)nn2)c1 (stereo not drawn)	-3%	6%	i	0.1	?	7.8%	-5%	4%	-23%
CC(C)OCCCn1c(=O)c2ccccc2n2c(CCC(=O)NC3CCN(Cc4ccccc4)CC3)nnc12	16%	-5%	i	-0.6	-2%	-0.3%	-2%	-4%	5%
CN(C(=O)c1ccncc1)c1nnc(-c2cnccn2)s1	-1%	-29%	i	2.2	5%	-0.3%	-2%	-3%	3%
Cc1c(NC(=O)Nc2cccc(C#N)c2)c(=O)n(-c2ccccc2)n1C	0%	2%	i	0.0	?	0.1%	0%	7%	-28%
CC(=O)NCCNC(=O)CNC(=O)c1ccc(Cl)cc1	-1%	-5%	i	-1.1	10%	0.1%[9.22 µM]	1%	8%	1%
COc1cccc(-c2cc(C(=O)Nc3ccc(OC)c(OC)c3)no2)c1	-1%	-2%	i	-3.5	/	-0.5%	-1%	3%	-5%
COC(=O)c1cccc(C(=O)Nc2cnc3ccccc3c2)n1	10%	2%	i	-1.3	/	10%	0%	-23%	1%
O=C(CSC1=NS(=O)(=O)c2ccccc2N1)Nc1ccc(F)cc1	-18%	-1%	i	-0.2	-1%	-0.5%	0%	1%	-2%
CC1(C)CN=C(NC2CCCCC2)S1	9%	1%	i	0.8	1%	-0.9%	-1%	0%	1%
CONc1nc2nonc2nc1NOC	18%	4%	i	-7.0	6%	-0.3%	-1%	16%	-4%
Cc1ccsc1CN(C)CC(=O)Nc1ccc([N+](=O)[O-])cc1Cl	1%	-9%	i	-2.5	?	4.4%	1%	6%	2%
CC1C(=O)N(c2ccc(S(=O)(=O)N(C)C)cc2)C1(/C=C/c1ccccc1)C(=O)NC1CCCC1 (stereo not drawn)	-14%	10%	i	-1.5	2%	35%	0%	7%	-1%
O=C(OCC(=O)N1CCN(Cc2ccccc2)CC1)c1ccc(Cl)cc1	-14%	-1%	i	-7.8	-11%	-0.5%	0%	13%	0%
COc1ccc(C(=O)Nc2ccc(NC(=O)c3cccs3)cc2)cc1[N+](=O)[O-]	13%	7%	i	0.2	-17%	2.4%	-1%	-1%	6%
COc1ccc(/C=N/NC(=O)c2ccc3c(c2)NC(=O)C(C)(C)O3)cc1OC	10%	3%	i	0.6	5%	-0.4%	1%	3%	0%
CCS(=O)(=O)c1nc(S(=O)(=O)c2ccc(C)cc2)c(NCc2ccccn2)s1	-4%	0%	i	-3.5	-4%	2.2%	-1%	8%	0%
O=C1CC(c2cccnc2)c2cc3c(cc2N1)OCCO3 (stereo not drawn)	22%	2%	i	-1.2	-2%	-1.4%	1%	-3%	3%

Entries of single compounds from above:
`COc1ccc(C(=O)Nc2ccc(NC(=O)c3cccs3)cc2)cc1[N+](=O)[O-]` across the screens: TGFb SMAD3 inh = 13%; HepG2 tox = 7%; pAkt inh = i; CCT chaperon mod = 0.2; Nrf2 block = -17%; Nrf2 ARE act = 2.4%; Mm-Cpn inhibitor = -1%; A549 viability = -1%; Abeta yeast res = 6%
`COC(=O)c1cccc(C(=O)Nc2cnc3ccccc3c2)n1` across the screens: TGFb SMAD3 inh = 10%; HepG2 tox = 2%; pAkt inh = i; CCT chaperon mod = -1.3; Nrf2 block = /; Nrf2 ARE act = 10%; Mm-Cpn inhibitor = 0%; A549 viability = -23%; Abeta yeast res = 1%

5 compounds drawn at random from the list so far, as already listed:
SMILES	TGFb SMAD3 inh	HepG2 tox	pAkt inh	CCT chaperon mod	Nrf2 block	Nrf2 ARE act	Mm-Cpn inhibitor	A549 viability	Abeta yeast res
Cc1nnc(NC(=O)C(C)Sc2nnc(-c3ccco3)n2C)s1 (stereo not drawn)	19%	5%	i	-0.1	-7%	0.4%	4%	-1%	4%
Cc1ccsc1CN(C)CC(=O)Nc1ccc([N+](=O)[O-])cc1Cl	1%	-9%	i	-2.5	?	4.4%	1%	6%	2%
COc1cccc(-c2cc(C(=O)Nc3ccc(OC)c(OC)c3)no2)c1	-1%	-2%	i	-3.5	/	-0.5%	-1%	3%	-5%
COc1ccc(C(=O)Nc2ccc(NC(=O)c3cccs3)cc2)cc1[N+](=O)[O-]	13%	7%	i	0.2	-17%	2.4%	-1%	-1%	6%
CCS(=O)(=O)c1nc(S(=O)(=O)c2ccc(C)cc2)c(NCc2ccccn2)s1	-4%	0%	i	-3.5	-4%	2.2%	-1%	8%	0%
